Cy5 interf NS3h – counter-screen for HCV NS3 helicase inhibitors: fluorescence interference; Cy5-dT15 DNA with NS3h; actives lie on both sides; signal over control mean, under 1 quenches; fluorescence interference ratio at 100 µM; hit rate 6% among 16,000; AID 720488;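 active = compound fluorescence over control fluorescence at most 0.8, a quencher, or at least a set upper limit, an enhancer; inactive = ratio between 0.8 and the set upper limit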
HCV NS3h FP – blocks HCV NS3 helicase binding to DNA; NS3h Cy5-dT15 DNA binding, fluorescence polarization; inhibition, % at 100 µM; hit rate 1.6% among 16,000; AID 687043;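 active = inhibition above the average over every tested compound plus 3 SD, cut at about 40% in these data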
* = called active by the depositor.

SMILES	Cy5 interf NS3h	HCV NS3h FP
C/C(=N/NC(=O)CCc1ccccc1)c1cccc(N)c1	1	3
O=C(O)/C=C/c1ccc(-c2ccccc2Cl)o1	1.1	-2
CCN(CC)c1ccc(/C=C2/C(=O)NN(c3ccc(C)c(Cl)c3)C2=O)c(O)c1	1.1	4
CCOC(=O)C1=C(C)OC(N)=C(C#N)C1c1ccc(OC)cc1OC (stereo not given)	1	15
NC(=O)NC(c1ccccc1)c1ccc(I)cc1 (stereo not given)	1	15
O=C(NC(Cc1ccc([N+](=O)[O-])cc1)C(=O)NCc1ccco1)OCc1ccccc1 (stereo not given)	0.96	3
Cc1ccc(S(=O)(=O)N(CCc2ccccc2)CC(=O)Nc2ccc(Cl)cc2Cl)cc1	0.98	14
Cc1cc(C)cc(CC(C(=O)Nc2ccc(I)cc2)C(C)C(=O)O)c1 (stereo not given)	1	3
COCCNC(=O)C(=O)Nc1ccccc1OC	0.95	-10
CC(=O)NC1=NC(=O)/C(=C\c2ccc(C(C)(C)C)cc2)S1	1.1	20
O=C(CC1SC(=O)NC1=O)Nc1ccc(C(=O)O)cc1 (stereo not given)	1.1	18
Cc1ccc(N(CC(=O)NCCSc2ccccn2)S(=O)(=O)c2ccc(F)cc2)cc1	1	16
O=C(Nc1ccccc1I)C1CC(=O)N(c2ccc(Cl)cc2)C1 (stereo not given)	0.99	3
COc1ccccc1NC(=O)c1ccccc1NC(=O)c1ccc(C)cc1	1	3
O=C1NC(=O)N(c2ccccc2)C(=O)/C1=C\c1ccc(-c2cccc([N+](=O)[O-])c2)o1	0.94	-4
O=C(COc1ccccc1)Nc1ccc(Cl)cn1	1.1	2
CCOc1ccccc1NC(=O)C(=O)NCc1ccccn1	0.85	8
O=C(NCCCn1ccnc1)c1cnn2c1NC(c1cccs1)CC2C(F)(F)F (stereo not given)	1.1	3
COC(=O)c1ccc(NC(=S)NC(=O)/C=C/c2ccc(Br)cc2)cc1	1.1	0
CC(=O)Nc1ccc(S(=O)(=O)NCCSc2ccccn2)cc1	1.1	-1
CC(=O)N1CCN(c2ccc([N+](=O)[O-])c(N)c2)CC1	0.88	-6
O=C(O)c1ccccc1SCCSc1ccccc1C(=O)O	1.1	11
COc1ccc(-c2cc(C(=O)NCc3ccccc3)c3ccccc3n2)cc1	1	8
O=S(=O)(Nc1ccc(Cl)cc1Cl)c1ccc2ccccc2c1	1	11
COc1ccc(C(=O)/C=C/c2ccc(-c3cccc(Cl)c3)o2)cc1	1	7
O=C(NC(NC(=S)Nc1ccccc1[N+](=O)[O-])C(Cl)(Cl)Cl)c1ccco1 (stereo not given)	0.7*	12
CC1CC(Nc2ccccc2)c2ccccc2N1C(=O)c1ccccc1 (stereo not given)	1	3
O=C1NC(c2ccccc2)=C(c2ccc3ccccc3n2)C(c2ccc([N+](=O)[O-])cc2)N1 (stereo not given)	0.98	13
O=C1c2ccccc2C(=O)c2c1nc1n2CCOC1	0.95	-9
CSc1ccc(S(=O)(=O)NCCSc2ccccn2)cc1	0.98	10
COc1ccccc1/C=C/C(=O)c1c(-c2ccccc2Cl)c2cc(Br)ccc2[nH]c1=O	1.1	5
O=C(/C=C/c1cccc(C(F)(F)F)c1)Nc1cccc(Cl)c1	0.95	10
CC(=O)Nc1ccc(NC(=S)NC(=O)c2ccco2)cc1	0.87	-6
COc1ccc(OCC(=O)Nc2ccc3c(c2)OCO3)cc1	0.96	4
COC(=O)CN(c1ccccc1C)S(=O)(=O)c1ccc(C)cc1	1	10
COc1cccc(NC(=O)c2cc([N+](=O)[O-])ccc2Cl)c1	1	5
CCOc1ccc(C(O)c2nccn2CC)cc1 (stereo not given)	1	0
CC(C)CCn1c(Cc2ccccc2)nc2ccccc21	0.89	14
O=C(c1ccccc1Br)N1N=C(c2ccccc2)CC1(O)C(F)(F)F (stereo not given)	0.79*	5
COc1ccc(C2=C/C(=C/c3cccs3)C(=O)O2)cc1	1	27
Cc1ccccc1OCC(=O)Nc1ccc(O)c(-c2nc3ccccc3o2)c1	1	7
CC(/C=N\NC(=O)/C(=C\c1ccc2c(c1)OCO2)NC(=O)c1ccccc1)=C\c1ccccc1	1.1	9
CC1CCCN(C(=O)Cc2ccc(Cl)cc2)C1 (stereo not given)	1	2
Cc1ccc(OCC(=O)Oc2ccc(C(=O)c3ccccc3)cc2C)c(C)c1	1.1	3
Cc1ncc([N+](=O)[O-])n1Cc1ccc(Cl)cc1	1	-4
CC1CCCN(CN2C(=O)C(=O)c3cc(Br)ccc32)C1 (stereo not given)	1	-11
COc1ccc(OC)c(C2NC(=O)NC3=Nc4ccccc4NC(c4ccccc4)=C32)c1 (stereo not given)	1.1	3
O=c1c2cc3c(nc2[nH]c(=S)n1Cc1ccccc1)CCCC3	1.1	13
Cc1ccccc1OCCc1c(C)n[nH]c1C	0.98	-5
Fc1cccc(Cl)c1Cc1noc(-c2ccc(Br)cc2)n1	1	-1
O=C(Nc1cc([N+](=O)[O-])ccc1O)c1cccc2ccccc12	1.1	9
Cc1cccc(C)c1NC(=O)c1ccc2c(c1)OCCO2	0.97	10
CCN1C(=O)/C(=C\c2cccc(C(F)(F)F)c2)SC1=S	0.71*	10
Cc1cc(-c2ccccc2)nc2cc(C(=O)Nc3ccc(Cl)cc3)nn12	0.93	6
Cc1ccc(CO/N=C(/N)c2nonc2N)c(C)c1	0.85	9
COc1cc([N+](=O)[O-])ccc1NC(=O)c1ccc(C)c(C)c1	1	34
COC(=O)/C(=C/c1ccccc1)C(C)=O	1	-5
COc1ccc2oc(=O)c(C(=O)Nc3ccccc3C(=O)O)cc2c1	0.99	0
CCOc1ccc(N(CC(=O)N2CCOCC2)S(=O)(=O)c2ccc(Cl)cc2)cc1	1.1	-3
CCN1C(=O)/C(=C\c2ccc(-c3ccccc3C(=O)OC)o2)SC1=S	0.96	9
Other structures follow:
SMILES	Cy5 interf NS3h	HCV NS3h FP
O=C(Nc1nc2ccc(Cl)cc2s1)C(c1ccccc1)c1ccccc1	0.93	-2
CN(C)c1cccc(C(=O)NC2CCCCCC2)c1	1.1	8
COc1ccc2nc(NC(=O)c3ccc(S(=O)(=O)N(C)C)cc3)sc2c1	0.89	-10
COC(=O)C(CC(C(=O)OC)C(=O)OC)C(=O)OC	1	-2
CCOC(=O)C(=O)Nc1ccc(N(C)C)cc1	0.83	22
CCOc1ccc(C(=O)Nc2ccc(NC(=O)c3ccccc3)cc2)cc1[N+](=O)[O-]	1	1
Fc1ccccc1NCn1cnc2ccccc21	0.99	2
Cc1cccc(NC(=O)C(=O)NCc2ccc3c(c2)OCO3)c1C	1	18
O=c1c2ccccc2nc(-c2ccccc2)n1/N=C\c1cccs1	1	6
COc1ccc(OC)c(CN2CCN(Cc3ccc(F)cc3)CC2)c1	1.2	1
Cc1cc(/C=N\N2C(=O)c3ccccc3C2=O)c(C)n1-c1ccccc1	0.97	1
COc1ccc(N2C(=O)CC(SC(=NCc3ccccc3)Nc3ccc(F)cc3)C2=O)cc1 (stereo not given)	1.1	16
O=C(c1nn2c(c1Cl)NC(c1cccs1)CC2C(F)(F)F)N1CCN(C(c2ccccc2)c2ccccc2)CC1 (stereo not given)	0.99	2
CCCCOc1ccc(C(=O)NCC(C)c2ccccc2)cc1 (stereo not given)	0.9	7
Cc1nc(=O)c(-c2ccccc2)c(C)n1-c1ccc(OCC(=O)O)cc1	1.1	-4
COc1cccc2cc(C(=O)NNC(=O)c3ccc(Br)cc3)c(=O)oc12	0.84	-9
O=S(=O)(NCc1ccc(Cl)cc1)c1ccccc1	1	10
CCN(CC)c1ccc(NC(=O)c2cccc(Cl)c2Cl)cc1	1.1	7
O=C(C1=C(O)C(=O)N(c2ncc(S(=O)(=O)c3ccc([N+](=O)[O-])cc3)s2)C1c1ccc(F)cc1)c1ccco1 (stereo not given)	0.79*	11
CC(=O)c1ccc(N2C(=O)C3C4C=CC(CC4)C3C2=O)cc1 (stereo not given)	0.96	4
CCOc1cc(/C=C2/C(=O)NC(=O)N(c3ccc(OC)cc3)C2=O)ccc1OCCOc1ccc([N+](=O)[O-])cc1	0.97	12
N/C(=N/OC(=O)c1ccc(I)cc1)c1ccccn1	0.98	4
Cc1ccc(/C=C2\SC(=Nc3ccc(O)cc3)NC2=O)cc1	1	5
Cc1cc(C)cc(NC(=O)C(=O)NCc2ccccc2)c1	0.99	5
CCC1=NN2C(=N)/C(=C/c3ccc(-c4ccc(C(=O)O)cc4)o3)C(=O)N=C2S1	0.95	19
COc1ccc(C2CC(=O)C(C)(C)O2)cc1 (stereo not given)	1.1	1
CCCOc1cccc(C(=O)Nc2cc3nn(-c4ccccc4)nc3cc2C)c1	0.98	22
CC1S/C(=N\N=C/c2cccs2)NC1=O (stereo not given)	1.1	4
Cc1ccc(C(=O)/C=C2\C(=O)Nc3ccccc32)cc1	0.95	15
O=C(CSc1ccc(Cl)cc1Cl)Nc1ccc(Br)cc1	0.99	4
O=C(Nc1cccc(-c2csc(-c3ccccc3)n2)c1)c1cc2ccccc2oc1=O	1.1	-1
CN(C)c1ccc(/C=C2\C(=O)NC(=O)N(c3ccc(Cl)cc3)C2=O)cc1Br	0.96	8
O=C(Nc1ccc(Cl)cn1)c1cccc2c(Br)cccc12	1	8
Cc1cccc(NC(=O)COc2ccc3ccccc3c2)c1C	1.1	13
Cc1ccccc1-c1nc2ccccc2c(=O)n1/N=C\c1c[nH]c2ccccc12	0.89	23
COc1ccc(NC(=O)C(=O)NCc2ccc(C)cc2)c(OC)c1	1	10
COc1ccc(C2CC(C(F)(F)F)n3nc(C(=O)Nc4cc(C(F)(F)F)ccc4Cl)c(Cl)c3N2)cc1OC (stereo not given)	0.94	5
O=C1S/C(=C\c2ccc(O)cc2)C(=O)N1c1ccc(O)cc1	1.1	-15
O=C(NC1CCS(=O)(=O)C1)/C(NC(=O)c1ccccc1)=C(/Sc1ccccn1)c1ccccc1 (stereo not given)	0.95	11
O=C(Nc1ccccc1Br)NS(=O)(=O)c1ccccc1Cl	1.1	13
CC1(C)C/C(=N/O)c2cc3c(nc2C1)CCCC3	1.2	8
Cc1ccc(NC(=S)NC(=O)/C=C/c2ccccc2)c(C)c1	0.96	26
Cn1nnnc1SCC(=O)Nc1ccccc1	1	-6
CC(=O)C12c3ccccc3C(c3ccccc31)C1C(=O)N(c3cccc(C(=O)O)c3)C(=O)C12 (stereo not given)	0.93	8
CSc1ccccc1NC(=O)c1cc2n(n1)C(C(F)(F)F)CC(c1ccc(Br)cc1)N2 (stereo not given)	0.99	-1
CC1=C(C(=O)Nc2cc(Cl)ccc2C)C(c2ccc(N(C)C)cc2)NC(=S)N1 (stereo not given)	0.97	2
CCOCCOC(=O)c1ccc(NC(=O)COc2c(C)cccc2C)cc1	0.96	15
COc1cc(C=C2C(=O)NC(=S)NC2=O)ccc1OCCOc1ccc(C(C)(C)C)cc1	0.89	18
COc1ccc(NC(=O)CN(c2ccccc2OC)S(=O)(=O)c2ccccc2)cc1OC	1	18
O=C(Nc1cc(O)ccc1C(=O)O)c1cccc(Br)c1	0.98	8
COC(=O)c1ccc(N(S(=O)(=O)c2ccc(NC(C)=O)cc2)S(=O)(=O)c2ccc(NC(C)=O)cc2)cc1	0.91	2
CN(C)CCCNC(=O)/C=C/c1ccc(C(C)(C)C)cc1	0.94	8
CC1CN(C(=O)Cc2ccccc2[N+](=O)[O-])CC(C)O1 (stereo not given)	1	-2
CN(C)c1ccc(/C=C2\C(=O)Oc3ccccc3C2=O)cc1	1.1	26
C=CCOC(=O)C1=C(C)N=C2SCCC(=O)N2C1c1ccc(OC)cc1 (stereo not given)	0.93	14
Cc1cccc(OCC(=O)O/N=C(/N)Cc2ccc(Cl)cc2)c1	1	12
CCc1ccccc1N(CC(=O)Nc1ccc(C)cc1)S(C)(=O)=O	0.94	11
COc1cccc(C2C(C(=O)Nc3ccccc3)=C(C)N=c3s/c(=C\c4ccncc4)c(=O)n32)c1 (stereo not given)	1	2
COc1ccc(NS(=O)(=O)c2ccc(OC)c(Br)c2)c(OC)c1	1.1	14
Cn1cnnc1Sc1cc(N2CCOCC2)ccc1[N+](=O)[O-]	0.96	5
CCN(C(=O)c1ccc(C)c([N+](=O)[O-])c1)c1ccccc1C	1	7
Cc1ccc(N2C(=O)NC(=O)/C(=C\c3ccc(Cl)cc3)C2=O)cc1	1	14

Screening data as filed in PubChem.
